# 12-hLO inh – blocks human 12-lipoxygenase activity; AID 1452; Potency, µM (top dose mostly 57.1 µM), inactives show top-dose activity change, negative = inhibition, hits mostly inhibitors; 150,000 compounds, 0.12% hits; purified 12-hLO, xylenol orange hydroperoxide absorbance; P18054; note: potency is the fitted concentration of half-maximal effect; nearly all actives have a fitted effect of over 55% in size; many of its hits are not listed in these tables
#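 150 nM 12hLO, 25 mM Hepes pH 7.0 + 0.01% Triton X-100; cpd preinc 15 min RT; 40 uM arachidonic acid, 30 min RT; Fe-XO 30 min; A573/A405 ratio as read-out.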
# 15-hLO-2 inh – 15-hLO-2 (ALOX15B) enzyme inhibition. Potency, µM (series often up to 57.1 µM), for inactives: at the highest dose activity change, negative = inhibition, actives largely listed as inhibitors. O15296. AID 881. 110,000 compounds, 0.56% hits. purified 15hLO-2, xylenol orange hydroperoxide absorbance; note: potency is the fitted concentration of half-maximal effect; nearly all actives have a fitted effect of over 60% in size; many of its hits are not listed in these tables
# Target sequence (O15296 whole entry, looked up): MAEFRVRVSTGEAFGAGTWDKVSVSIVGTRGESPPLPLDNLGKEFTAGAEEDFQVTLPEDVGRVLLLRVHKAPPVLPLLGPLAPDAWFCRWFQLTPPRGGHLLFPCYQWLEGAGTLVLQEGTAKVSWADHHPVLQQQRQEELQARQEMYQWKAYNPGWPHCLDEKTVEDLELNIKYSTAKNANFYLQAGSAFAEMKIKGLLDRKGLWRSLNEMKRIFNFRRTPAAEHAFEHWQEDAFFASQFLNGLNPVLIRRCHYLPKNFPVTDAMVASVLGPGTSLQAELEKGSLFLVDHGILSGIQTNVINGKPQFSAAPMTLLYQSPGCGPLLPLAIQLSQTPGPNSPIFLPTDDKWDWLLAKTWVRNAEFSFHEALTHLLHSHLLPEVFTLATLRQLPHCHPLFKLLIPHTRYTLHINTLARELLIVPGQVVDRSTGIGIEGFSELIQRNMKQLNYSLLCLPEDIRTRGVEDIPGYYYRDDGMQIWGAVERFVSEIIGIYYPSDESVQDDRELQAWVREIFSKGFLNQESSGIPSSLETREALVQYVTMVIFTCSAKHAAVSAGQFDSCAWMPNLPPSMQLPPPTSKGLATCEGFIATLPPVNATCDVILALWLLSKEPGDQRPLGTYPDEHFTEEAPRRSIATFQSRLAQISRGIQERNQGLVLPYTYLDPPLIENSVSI
#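 Enzyme 50 nM, AA 45 uM, 25 mM Hepes pH 7.5 + 0.01% Triton X-100; cpd preinc 15 min RT, rxn 90 min RT; stop/detect with 200 uM XO + 300 uM Fe(II) in 50 mM H2SO4, 30 min; A573/A405.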
# PNC assembly inh – perinucleolar compartment assembly inhibition. PC3M PTB-GFP, PNC prevalence imaging, 16 h; active compounds read low. activity change (PNC), negative = inhibition, % at 10 µM. 140,000 compounds, 3.1% hits;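 active = readout at or below -70, meaning at least 70% loss of cells showing the perinucleolar compartment, a nuclear body marking cancer cells; inconclusive = readout between -30 and a set limit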;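 note: plate controls were DMSO wells for no effect and camptothecin positive control wells for full effect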
#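 PC3M cells stably expressing PTB-GFP, 750–1000 cells/well, treated 16 h at 37 °C with compound (23 nl of library stock), in duplicate. After paraformaldehyde fixation and Hoechst stain, imaged at 20x; PNC prevalence scored by image analysis.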
# IMPase inh – IMPase inhibition in cells; CHO-M1 cells, IP1 accumulation, HTRF TR-FRET ratio; inhibition (IP1 accumulation), % at 46.1 µM; 120,000 tested, under 10 active; AID 901; active = well fitted curve in the direction sought with a large enough effect in the signal ratio, not every such curve was filed as active; inconclusive = small, poorly fitted or top-dose-only effect, or a change in a side signal; inactive = no such curve, though single readings can be large or run the other way; the % refers to the signal ratio;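 note: cells stimulated with carbachol in lithium chloride buffer; plate controls were DMSO basal wells for no effect and reference inhibitor wells for full effect; higher means more IMPase inhibition seen as more IP1 and lower FRET ratio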
# Target sequence (P97697 whole entry, looked up): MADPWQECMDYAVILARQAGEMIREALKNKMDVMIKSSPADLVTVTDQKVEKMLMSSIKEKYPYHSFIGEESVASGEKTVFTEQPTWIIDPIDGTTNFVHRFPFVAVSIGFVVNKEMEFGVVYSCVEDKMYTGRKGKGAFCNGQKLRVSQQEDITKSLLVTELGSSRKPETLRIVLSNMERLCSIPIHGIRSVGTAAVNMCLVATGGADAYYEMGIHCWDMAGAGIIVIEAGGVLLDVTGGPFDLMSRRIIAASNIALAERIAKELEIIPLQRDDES
#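 The IP-One HTRF competitive assay in carbachol-stimulated CHO-M1 cells quantifies cellular IP1. Compounds spanned up to 46 uM final, and activity is expressed as AC50 from concentration-response fits of the ratio and donor data.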
# * hit, by the source's call; ? = inconclusive; nt = not tested or not shown; [ ] = remark or other dose. Unless noted, calls come from the whole dose curve; as a rule, active = well fitted curve in the direction sought with a large enough effect; inconclusive = small, poorly fitted or top-dose-only effect, or another doubt; inactive = no such curve, though single readings can be large; an effect the other way counts as inactive or inconclusive. Unless noted, % is set by controls: 0 for no effect and ±100 for the full control effect.
cpd	molecule	IMPase inh	PNC assembly inh	12-hLO inh	15-hLO-2 inh
1	CCc1cc(C(=O)OC)c(N2C(=O)C3C4C=CC(C4)C3C2=O)s1 (stereo not drawn)	-2.4	12.0	3.5%	4.7%
2	COC(=O)c1ccc(-n2c(C)ccc2-c2ccccc2)cc1	4.7	-15.2	-0.7%	?
3	Cc1cccn2c(=O)c(C=NCc3ccccc3)c(NCCO)nc12	1.7	-16.0	1.5%	-9.0%
4	O=C(O)C1CCN(c2c([N+](=O)[O-])cc(C(F)(F)F)cc2[N+](=O)[O-])CC1	-5.5	?	-15.5%	-12.8%
5	COc1ccccc1N(CC(=O)N1CCCCC1)S(=O)(=O)c1ccccc1	15.1	13.0	-0.2%	0.7%
6	CCOc1ccc(C2c3c(oc4ccccc4c3=O)C(=O)N2c2ccc(C)cn2)cc1OC (stereo not drawn)	7.6	0.4	-0.3%	0.3%
7	COCCn1c(=NC(=O)c2cc(Cl)sc2Cl)sc2cc(S(N)(=O)=O)ccc21	nt	?	2.3%	nt
8	O=C(NCc1ccc(F)cc1)c1cnc(-c2ccccn2)nc1C(F)(F)F	-6.2	-17.8	0.1%	24.9%
9	Cc1cccc(-c2nc3ccccc3c(=O)n2NC(=O)Cc2ccc(Cl)cc2)c1	nt	?	-6.9%	nt
10	CCOC(=O)c1ccccc1NC(=O)CN1C(=O)c2ccccc2S1(=O)=O	4.0	-13.4	-0.4%	3.0%
11	COC(=O)c1cc2ccccn2c2c(C(=O)OC)c(C(=O)OC)cc1-2	23.1	46.6	-3.1%	-11.4%
12	Cc1cc(Cl)ccc1NC(=O)CSc1nnc(Cc2cccs2)n1Cc1ccco1	10.6	?	-1.3%	?
13	O=C(N/N=C/C=C/c1ccccc1)C1CC1(c1ccccc1)c1ccccc1 (stereo not drawn)	3.0	-7.9	-1.8%	30.5%[activator]
14	CCCC1=C(C(=O)OCC)C(c2ccc(N(C)C)cc2)n2ncnc2N1 (stereo not drawn)	-0.7	28.6	1.8%	30.8%[activator]
15	CCOC(=O)c1ccc2nc(C)c(CCC(C)=O)c(Cl)c2c1	2.6	-1.0	2.9%	nt
16	CCCC[N+](C)(C)CCC(=O)NC(C)(C)CS(=O)(=O)[O-]	-3.1	?	-4.2%	6.7%
17	O=C(O)C1CC=CCC1C(=O)Nc1cc(Cl)ccc1Cl (stereo not drawn)	-8.5	?	-2.5%	nt
18	CC1Cc2ccccc2N1CC(=O)NC(c1ccccc1)c1ccccc1 (stereo not drawn)	3.2	41.7	-6.5%	nt
19	COC(=O)c1sccc1NC(=O)Cn1nnc(-c2ccc(C)cc2)n1	0.3	3.4	3.4%	-2.7%
20	Nc1[nH]c(N=NC(=O)c2ccccc2)c2ccccc12	nt	7.8	3.4%	nt
21	O=C(Nn1cnnc1)C(Sc1ccccc1)c1ccccc1 (stereo not drawn)	10.1	?	-1.8%	7.5%
22	CC(C)COc1ccc(C2NC(=O)NC2=O)cc1 (stereo not drawn)	-0.4	-13.2	4.5%	2.3%
23	Cn1cc(-c2nnnn2-c2cccc(C(F)(F)F)c2)c(C(F)(F)F)n1	9.7	47.8	3.3%	6.6%
24	CC(Oc1ccc(-c2nccc(-c3ccccn3)n2)cc1)C(=O)NN (stereo not drawn)	7.5	6.3	0.1%	5.2%
25	CCOc1ccc(N(CC(=O)NCc2ccccc2OC)S(C)(=O)=O)cc1	3.9	-1.6	-4.6%	1.3%
26	CC#C[C@]1(O)CC[C@H]2[C@@H]3CCC4=CC(=O)CCC4=C3[C@H](c3ccc(N(C)C)cc3)C[C@@]21C	6.1	nt	-8.4%	-23.9%
27	CN(C)/C=C/C(=O)c1ccc(F)cc1	1.2	-6.3	-20.0%	0.2%
28	CN(C1CCS(=O)(=O)C1)S(=O)(=O)c1ccc(C2CCCCC2)cc1 (stereo not drawn)	-17.5	-14.5	0.4%	3.2%
29	CSCCC(NC(=O)c1ccc(Cl)cc1)C(=O)OCC(=O)Nc1cc(Cl)ccc1C#N (stereo not drawn)	nt	-2.1	0.2%	nt
30	Cc1csc(NC(=O)c2ccoc2C)n1	-6.1	30.5	3.1%	4.6%
31	CCCc1n[nH]c2c1/C(=N/O)CC(c1ccccc1)C2 (stereo not drawn)	-0.4	?	1.7%	15.5%
32	O=C(COC(=O)c1nc(-c2ccccc2)n(-c2cccc(C(F)(F)F)c2)n1)NCc1cccs1	5.8	-19.8	-3.6%	nt
33	O=C(Nc1ccc(N2CCOCC2)cc1)c1cc2ccccc2o1	8.0	-27.6	-17.0%	-3.6%
34	Cc1cc(=O)n2nc(N3CCCC3C(=O)NCc3ccccn3)sc2n1 (stereo not drawn)	9.4	-8.0	0.4%	-1.8%
35	COc1ccc(C(=O)N2CCC[C@@]3(CCN(c4cccc(-c5ccccc5)c4)C3)C2)cc1	nt	nt	-29.7%	?
36	COC(=O)Nc1c(C)nn(Cc2ccccc2C)c1C	1.7	?	6.0%	1.6%[2.29 µM]
37	COC(=O)c1ccc(N2C(=O)CC(NCc3ccccc3)C2=O)cc1 (stereo not drawn)	0.2	0.6	5.9%	-3.5%
38	O=C(C1CCC(CNc2c(N3CCCCC3)c(=O)c2=O)CC1)N1CCc2ccccc2C1 (stereo not drawn)	8.0	-26.7	9.3%	-9.9%
39	CCOC(=O)/C(C#N)=C/c1cn(CCC(=O)O)nc1-c1ccc(Cl)cc1	1.2	-8.1	0.8%	nt
40	CS(=O)(=O)N(CC(=O)NCCSc1ccccc1)c1ccc2c(c1)OCO2	14.0	?	-3.2%	1.9%
41	Cc1ccc(S(=O)(=O)Oc2ccccc2/C=N/NC(=O)c2c(Cl)cnn2C)cc1	1.2	?	-8.7%	nt
42	O=C(CN1C(=O)C2CC=CCC2C1=O)Nc1nccs1 (stereo not drawn)	-6.0	26.7	-1.1%	0.2%
43	Cc1cc2c(cc1C)CSC(c1ccc3ccccc3c1O)SC2	-3.4	-12.3	?	?
44	COc1cc(C(=O)OC(C)C(=O)N2CCc3ccccc3C2)ccc1OCC(=O)N1CCOCC1 (stereo not drawn)	10.5	42.4	-2.5%	2.6%
45	CN(C)Cc1ccccc1-c1cc(NC2CC2)ncn1	nt	nt	0.6%	10.2%
46	NC(=O)C1CCCN(S(=O)(=O)c2ccc(Br)cc2)C1 (stereo not drawn)	-2.1	30.4	-4.9%	0.4%
47	CC(=O)Nc1cccc(C(=O)Nc2ccccc2C(=O)O)c1	-4.2	-5.2	4.6%	-3.6%
48	CCN1C(=O)/C(=C/C=C2\C=CN(CC)c3ccccc32)SC1=S	1.6	-4.3	-3.2%	nt
49	CN(C)S(=O)(=O)c1ccc(C(=O)OCCCN=C2NS(=O)(=O)c3ccccc32)cc1	-0.1	20.0	6.8%	-1.1%
50	O=C(COc1ccccc1Cl)OCC(=O)N1CCN(S(=O)(=O)c2ccccc2)CC1	2.2	-10.0	-7.9%	-0.8%
51	CCc1ccc(-c2nc(CSCC(=O)N3CCN(c4ccccn4)CC3)c(C)o2)cc1	17.6	-1.9	3.5%	nt
52	N#CC1=C(N)Oc2n[nH]c(-c3cccs3)c2C1c1ccoc1 (stereo not drawn)	8.9	34.6	-2.6%	-6.5%
53	CC(C)(C)Cn1c(=O)[nH]c(=O)c2cc([N+](=O)[O-])cnc21	nt	-113.8*	-3.4%	nt
54	CCOc1ccc(N2CC(=O)Nc3ccccc3NCC2=O)cc1	10.0	-8.5	-4.3%	3.1%
55	O=C1CC(SC(=Nc2ccccc2)Nc2ccccc2)C(=O)N1c1ccc(Cl)cc1 (stereo not drawn)	0.2	74.9	5.8%	1.1%
56	Clc1nccnc1-c1ccccc1	nt	-15.9	2.0%	nt
57	COc1cc(CN2CCCCC2)cc2cc(C(=O)O)c(=O)oc12	nt	nt	-3.7%[11.4 µM]	-0.3%[11.4 µM]
58	CCCOC(=O)CC1C(=O)NCCN1Cc1ccc(F)cc1 (stereo not drawn)	8.2	21.8	4.8%	4.7%
59	CC(=O)Oc1cc2c(C(=O)NCCN3CCOCC3)c(C)oc2c2ccccc12	1.8	4.4	3.6%	30.9%[activator]
60	COC(=O)c1ccccc1NC(=O)C(C)Oc1ccccc1 (stereo not drawn)	?	?	-3.7%	nt

# (cont.)
cpd	molecule	IMPase inh	PNC assembly inh	12-hLO inh	15-hLO-2 inh
61	Cc1nc2ccccc2c(=O)n1/N=C/c1cccnc1	0.1	?	4.5%	-3.0%
62	CC12CC(NC(=O)N1c1ccc(C(=O)N3CCN(c4ccccn4)CC3)cc1)c1ccccc1O2 (stereo not drawn)	2.0	24.2	0.3%	14.3%
63	COc1ccccc1N(C)S(=O)(=O)c1ccc(C(=O)Nc2ccc3nc(C)sc3c2)cc1	nt	21.5	-2.0%	nt
64	Nc1ccnn1Cc1cccnc1	-8.0	4.0	-3.3%	-0.8%
65	CCOc1ccc(C(=O)CN2CCN(S(=O)(=O)c3ccc(Cl)cc3)CC2)cc1	-3.1	17.4	-5.6%	-10.7%
66	O=C(O)CCCCCn1c(O)c(C=C2N=c3ccccc3=N2)sc1=S	4.0	?	-1.3%	nt
67	CC(=O)N1CCN(c2ccc([N+](=O)[O-])c(NCC3CCCO3)c2)CC1 (stereo not drawn)	11.5	78.7	-9.3%	?
68	CCC(=O)c1c[nH]c(C(=O)NCCc2ccccn2)c1	0.8	2.6	-0.5%	2.7%
69	Cc1ccccc1N/N=C1\CCCNC1=O	-3.8	4.7	?	?
70	COc1cc(-c2nnc(COc3ccc4cc(Br)ccc4c3)o2)cc(OC)c1OC	?	?	-4.3%	-7.0%
71	CCN(CC)C(=O)CNC(=O)Cc1ccc(Cl)cc1	-2.8	-16.0	3.5%	-2.8%
72	CCc1cccc(C)c1NC(=O)C1CN(S(=O)(=O)c2ccccc2)CCN1S(=O)(=O)c1ccccc1 (stereo not drawn)	-12.9	-23.2	2.7%	nt
73	O=C(CCNC(=O)c1ccccc1Cl)Nc1cccc(C(F)(F)F)c1	nt	-2.9	-0.8%	nt
74	N#CC(C(=O)NC1CCCCC1)c1nc2ccccc2nc1N1CCOCC1 (stereo not drawn)	-6.3	67.7	-7.7%	-15.0%
75	COc1ccc(C(C)(C)C)cc1NC(=S)NCCN1CCOCC1	3.5	32.0	-16.6%	nt
76	Cc1cc(C(=O)NCCCN2CCN(C3CCCCC3)CC2)n(-c2ccccc2)n1	17.9	4.8	-10.9%	nt
77	CN1C(=O)c2cccc3c(S(=O)(=O)NCc4ccco4)ccc1c23	1.1	-2.6	1.4%	-2.0%[2.29 µM]
78	CC(C)C(C)NC(=O)COc1ccc(Sc2ccc(OCC(=O)NC(C)C(C)C)cc2)cc1 (stereo not drawn)	-4.0	?	12.4%	nt
79	COc1ccccc1OCC(=O)Nc1ccc(Cl)cc1	-0.6	42.9	-2.3%	nt
80	COC(=O)CN=C1OC(=O)N2C(=O)C3=C4C(C[C@H]5C(=O)N(c6ccccc6)C(=O)[C@H]5[C@H]4[C@@]12Cc1ccccc1)[C@H]1C(=O)N(c2ccccc2)C(=O)[C@H]1[C@H]3C (stereo partly drawn)	nt	nt	-0.3%	6.2%
81	Cc1cc(O)cc(C)c1Cl	nt	nt	1.9%	-0.9%
82	Cc1onc(-c2c(Cl)cccc2Cl)c1C(=O)NCc1ccco1	2.8	21.2	-7.8%	-9.8%
83	CCCc1nnc(NC(=O)CCC(=O)NC2CCCc3ccccc32)s1 (stereo not drawn)	11.2	12.7	-3.4%	nt
84	CCOc1ccc(N2CC(C(=O)Nc3ccccc3N3CCOCC3)CC2=O)cc1 (stereo not drawn)	0.9	39.1	1.1%	6.2%
85	Cc1oc2ncnc(N)c2c1C	3.5	17.6	6.9%	3.3%
86	COCCNC(=O)C(c1ccccc1)N(C(=O)Cn1nnc2ccccc21)c1cccnc1 (stereo not drawn)	-2.3	?	-1.7%	1.2%
87	COc1ccc(C2(CCN)CC(C)N(C)CC2C)cc1 (stereo not drawn)	10.0	22.7	6.2%	28.4%
88	CCc1ccccc1NC(=O)CSc1nc(-c2ccccc2)nn1C(=O)c1cccc([N+](=O)[O-])c1	4.0	76.4	0.2%	-3.5%

# This is a subset; the hit share may differ from the screen's.
